NF-kB neuron act – activators of NF-kB expression in neurons, primary screen, cell-based, HTS. hit rate 1.6% among 190,000. human neuronal cells, NF-kB reporter expression; stronger effect = higher value. AID 1239, 2008. fold change at 12.5 µM; in the data active = fold change above about 3.3
STAT1 activator – STAT1 signaling activators, primary screen, cell-based, HTS, luciferase reporter; activation (% of control), % at 5.5 µM; AID 932, 2007; hit rate 2.6% among 200,000; NIH 3T3 STAT1-luciferase reporter, IFN-gamma, luminescence; 100% = IFN-gamma alone, no compound;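 active = activation above the screen-wide mean activation plus 3 SD, cut at about 130% in these data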;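 also: raw ratio to IFN-gamma control signal so 100% means no change and 0% no light; values of inactives mirror those of a sister screen read the other way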
RAM inhibit – inhibitors of the yeast RAM network, primary screen, dse1pr::URA3 reporter, 5-FOA selection | S. cerevisiae dse1pr::URA3 reporter, 5-FOA growth OD615, 2 d; analog-sensitive cbk1-as2 kinase mutant strain | inhibition, % at 50 µM | hit rate 1.8% among 190,000 | AID 868, 2007;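 active = inhibition above a set limit, 3 SD over mean compound inhibition, cut at about 8.4% in these data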;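 also: 0% = DMSO-only wells with no growth and 100% = 10 µM 1-NA-PP1 full growth; inhibition rescues growth on 5-FOA so higher OD means more RAM inhibition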
FLuc inhib CS – firefly luciferase enzyme inhibitors, primary screen, artefact control for luciferase-based inhibitor screens, biochemical, luminescence, ATPLite; Luciferin 4-monooxygenase (Photinus pyralis), P08659; 10 min; inhibition, % at 10 µM; hit rate 1.5% among 200,000; AID 1006, 2008;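 active = inhibition above about 50% when tested at 10 µM, limit read from the data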
Target sequence (P08659 whole entry, looked up): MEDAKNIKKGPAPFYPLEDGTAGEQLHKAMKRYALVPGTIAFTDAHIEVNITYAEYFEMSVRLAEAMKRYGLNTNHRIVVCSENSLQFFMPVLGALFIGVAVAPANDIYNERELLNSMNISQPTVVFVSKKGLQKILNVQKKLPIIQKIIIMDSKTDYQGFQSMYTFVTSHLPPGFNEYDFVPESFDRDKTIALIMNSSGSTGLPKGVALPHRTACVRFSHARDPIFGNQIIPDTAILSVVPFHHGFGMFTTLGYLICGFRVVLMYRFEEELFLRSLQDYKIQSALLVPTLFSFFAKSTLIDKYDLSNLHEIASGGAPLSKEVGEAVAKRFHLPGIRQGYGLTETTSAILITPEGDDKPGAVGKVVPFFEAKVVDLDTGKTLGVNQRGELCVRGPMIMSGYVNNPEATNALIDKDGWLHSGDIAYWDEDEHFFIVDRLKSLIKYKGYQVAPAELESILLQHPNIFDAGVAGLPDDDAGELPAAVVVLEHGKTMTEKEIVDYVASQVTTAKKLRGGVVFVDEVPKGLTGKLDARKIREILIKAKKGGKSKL
STAT3 activator – IL-6 driven STAT3 reporter potentiators, primary screen, U3A cells, luciferase, luminescence, MLSCN library. IL-6 STAT3-luciferase reporter; 100% = signal with IL-6 EC80 alone. activation (% of control), % at 5.6 µM. hit rate 0.91% among 190,000. AID 871, 2007;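 active = activation above the screen-wide mean of compound activation plus 3 SD, cut at about 130% in these data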;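 also: 0% = background luminescence of wells with medium and substrate only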
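Material: STAT3-luciferase reporter U3A cells; Probe or stimulus: IL-6 (33 ng/mL); Incubation: compound pre-incubation 1 h before IL-6, then 6 h stimulation at 37 °C; Technique: luminescence from STAT3-driven luciferase reporter; Evaluation: % activation versus median of IL-6-stimulated wells; Controls: IL-6-only high control.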
STAT3 blocker – IL-6 driven STAT3 reporter inhibitors, primary screen, U3A cells, luciferase, luminescence, MLSCN library; IL-6 STAT3-luciferase reporter; host cell line lacks STAT1; inhibition, % at 5.5 µM; hit rate 0.89% among 190,000; AID 862, 2007;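 active = inhibition above the mean inhibition across all screened compounds plus 3 SD, cut at about 44% in these data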;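 also: 0% = DMSO only wells and 100% = 100 µM nifuroxazide control wells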
STAT1 blocker – STAT1 signaling inhibitors, primary screen, cell-based, HTS, luciferase reporter. AID 920, 2007. hit rate 0.35% among 200,000. NIH 3T3 STAT1-luciferase reporter, IFN-gamma, luminescence. inhibition, % at 5.5 µM;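 active = inhibition above a set limit, the mean inhibition across all tested compounds plus 3 SD, cut at about 34% in these data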;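 also: 0% = IFN-gamma with DMSO and 100% = IFN-gamma with 300 µM nifuroxazide; values of inactives mirror those of a sister screen read the other way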
Hsp70 act – Hsp70 transcriptional activators, primary screen, cell-based, HeLa, Hsp70 promoter luciferase, luminescence, 10 µM. HeLa Hsp70 promoter luciferase reporter; scaled: vehicle 0, proteasome-inhibitor control 100%. activation, % at 10 µM. hit rate 0.04% among 200,000;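 active = activation above the mean across all tested compounds plus 3 SD, cutoff set per campaign, cut at about 5.5% in these data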;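 also: 100% = MG132 at 30 µM as the positive control and 0% = DMSO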
APP 5'UTR act – activators of APP 5'UTR luciferase reporter, primary screen, SH-SY5Y cells; SH-SY5Y APP 5'UTR luciferase reporter, luminescence; zero percent = DMSO vehicle wells; activation, % at 2 µM; hit rate 1% among 190,000; AID 1276, 2008;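 active = activation above a set limit, based on mean plus 3 SD of controls, cut at about 140% in these data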; also: values of inactives mirror those of a sister screen read the other way
APP 5UTR inh – inhibitors of APP translation via 5'UTR reporter, primary screen, APP 5'UTR luciferase, SH-SY5Y cells; SH-SY5Y APP 5'UTR-luciferase reporter, luminescence; inhibition, % at 2 µM; hit rate 0.82% among 190,000; AID 1285, 2008;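 active = inhibition above a set limit, derived from the sample mean plus 3 SD, cut at about 45% in these data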; also: values of inactives mirror those of a sister screen read the other way
Active calls of the source: *; nt = no result given. Hits appear at their usual frequency; 7.7% or so of the library scored in one or more.

Molecule,NF-kB neuron act,STAT1 activator,RAM inhibit,FLuc inhib CS,STAT3 activator,STAT3 blocker,STAT1 blocker,Hsp70 act,APP 5'UTR act,APP 5UTR inh
Cc1ccc(C2CC2c2n[nH]c(=S)n2-c2ccc(Cl)cc2)cc1 (configuration not stated),1.3,94,5.8,-11,93,7,7,-0.3,20,-20
COC(=O)NC1CCC(CC2CCC(NC(=O)OC)CC2)CC1 (configuration not stated),0.92,97,0.5,-9,101,3,3,0.0,5,-5
COc1ccc(NC(=O)C2CCCN2C(=O)Nc2ccccc2)cc1OC (configuration not stated),1.1,103,1.6,-5,105,-2,-3,-0.1,-3,3
CCCSC1=C(C#N)C(c2ccccc2C)CC(=O)N1 (configuration not stated),0.86,100,1.2,-4,113,-9,0,0.4,9,-9
CCN(C(=O)COC(=O)c1ccc(Cl)c(N)c1)C1CCS(=O)(=O)C1 (configuration not stated),0.76,103,1.0,-2,110,0,-5,-0.2,0,0
COc1nccnc1NS(=O)(=O)c1ccc(NS(=O)(=O)c2ccc(NC(C)=O)cc2)cc1,1.2,103,1.6,-1,103,-4,0,0.1,-16,16
COc1ccccc1CNC(=O)c1ccc(-c2ccccc2)cc1,1.1,103,2.1,-5,98,-2,-3,-0.1,-3,3
Cc1nn(-c2ccc(Cl)nn2)c(=O)c2ccccc12,1.5,125,1.2,30,92,15,-31,0.3,21,-21
Cc1cc(=O)oc2ccc(OCC(=O)NCc3ccco3)cc12,0.92,97,0.4,-6,86,21,3,0.0,-17,17
COc1ccc(CN(CC2CCC(C(=O)O)CC2)C(=S)Nc2ccc(C)c(Cl)c2)cc1 (configuration not stated),1.4,89,2.0,-4,97,6,11,-0.2,21,-21
COc1ccc(NC(=S)NN2CCN(C)CC2)cc1,0.96,105,-0.3,-11,100,0,-6,-0.4,12,-12
O=C(Nc1ccc2oc(-c3ccccc3)nc2c1)c1ccco1,5.1*,168*,1.4,29,106,-4,-77,-0.2,178*,-178
CN(C)/C=N/c1c(C#N)nnn1Cc1ccccc1,1.7,102,0.0,-3,93,12,-2,-0.3,6,-6
O=C(OCC#CCSc1nc2ccccc2s1)c1ccco1,1.6,108,4.4,-2,96,6,-10,0.2,15,-15
Cc1nn(C2CCS(=O)(=O)C2)c(Cl)c1/C=C/C(=O)OCC(=O)c1cc(C)n(-c2ccc(F)cc2)c1C (configuration not stated),0.76,96,5.4,-3,67,39,5,-0.1,-21,22
Cc1cc(C)cc(N(CC(=O)NCC2CCCO2)C(=O)CN2C(=O)COc3ccccc32)c1 (configuration not stated),1,95,-0.6,-1,107,-3,6,0.1,9,-9
CCn1cc(Br)c(C(=O)Nc2ccc(Cl)c(Cl)c2)n1,1.7,109,6.4,-4,111,-10,-9,1.1,15,-15
O/N=C/C1=C(Cl)c2ccccc2CC1,1.2,96,-0.5,-10,97,5,3,-0.1,14,-14
COc1ccccc1Cc1nc(-c2ccc(Br)o2)no1,1.6,106,1.6,-3,156*,-64,-7,-0.3,12,-12
Cc1ccccc1NC(=O)/C=C/c1ccc([N+](=O)[O-])s1,9.8*,99,2.4,-5,98,1,1,0.6,-90,90*
COc1ccc(/C=C/C(=O)c2ccc(OC)cc2OC)cc1,1.9,100,0.1,7,nt,nt,-2,0.5,5,-5
CC(=O)Nc1nnc(-c2ccc3c(c2)CCCC3)o1,2.2,115,0.8,36,101,8,-16,0.0,42,-42
O=C(CN1C(=O)S/C(=C\c2ccc(F)cc2)C1=O)Nc1cccc(S(=O)(=O)NCc2ccco2)c1,1.1,101,4.5,-2,102,2,-2,0.0,-22,22
Cc1ccc2c(c1)N(CCCC(=O)NCc1cccnc1)C(=O)CO2,1.2,95,0.1,-5,106,-7,5,-0.4,36,-36
COCCNC(=O)CCc1nnc(C2(c3ccc(Cl)cc3)CCC2)o1,1.3,101,0.3,-4,97,9,-1,-0.2,3,-3
O=C(COc1cccc(-n2cnnn2)c1)N1CCOCC1,1.1,109,2.1,-11,102,0,-10,0.0,4,-4
O=C(Nc1ccc2c(c1)CCC2)C1CCCO1 (configuration not stated),1.4,116,0.2,-2,101,-1,-18,0.1,20,-20
Cc1ccc(NC(=S)NCC2CCN(C(C)c3ccccc3)C2)cc1 (configuration not stated),0.93,103,0.1,-6,98,13,-4,0.9,32,-32
Cn1c(SCC(=O)NCCN2C(=O)CSC2=O)nc2ccccc2c1=O,1.4,97,1.3,-3,100,3,3,-0.1,14,-14
C/C(=N\Nc1nc(N2CCCCC2)nc(N2CCOCC2)n1)c1ccccc1O,0.45,106,0.4,-3,100,2,-9,-0.3,-38,38
CCN(CC)CCNC(=O)CCc1n[nH]c(=O)c2ccccc12,1.2,99,2.8,-3,103,4,1,-0.6,4,-4
COc1ccc(N2CCN(C(=O)Nc3ccc(S(=O)(=O)N(C)C)cc3)CC2)cc1,1.1,89,-0.1,-5,97,9,12,-0.3,0,0
Cc1cc(C(=O)c2ccccc2)nc2ccccc12,1.1,89,2.4,-8,95,6,12,-0.1,-5,5
NC(=O)C1CCN(C(=O)CSc2nc3c(c(-c4ccccc4)n2)CCCC3)CC1,0.82,108,0.0,-6,113,-12,-4,0.1,-20,20
O=C(Nc1ccc[n+](CC(=O)c2cccc3ccccc23)c1)c1ccccc1,0.62,90,0.7,-6,101,-3,12,-0.3,6,-6
C=CCn1c(SCC(=O)NCC(=O)OCC)nnc1-c1ccccn1,1.1,95,1.7,-9,96,9,6,0.0,1,-1
CCCSc1nc(C)c(C(C)=O)cc1C#N,1.3,101,4.4,-5,120,-16,-1,-0.5,nt,nt
Cc1ccccc1NC(=O)c1ccccc1O,1.5,94,-0.5,3,95,10,7,0.1,9,-9
CN(C)CCNC(=O)/C(=C/c1ccc(-c2cccc([N+](=O)[O-])c2)o1)NC(=O)c1ccccc1,1.1,90,-0.7,-6,87,18,11,-0.3,-10,10
O=C(c1noc2c1CCCC2)N1CCC(CO)(Cc2ccccc2Cl)CC1,0.99,101,-0.8,-6,104,1,-2,-0.2,11,-11
CCn1c2ccccc2c2cc(NC(=O)Cc3ccc(S(=O)(=O)N4CCOCC4)s3)ccc21,0.88,97,2.4,-8,122,-21,3,-0.2,19,-19
CCCCC(=O)Nc1nc(C)c(-c2csc(Nc3cc(OC)ccc3OC)n2)s1,0.81,112,2.9,-9,96,9,-14,0.0,-2,2
CC1CN(S(=O)(=O)c2ccc(C(=O)Nc3ccc(S(=O)(=O)Nc4ncccn4)cc3)cc2)CC(C)O1 (configuration not stated),1.1,99,3.1,-5,102,6,2,-0.1,-3,4
Cn1c(N)c(C(=O)COC(=O)CCc2c[nH]c3ccccc23)c(=O)n(C)c1=O,0.97,89,3.4,-7,104,2,12,-0.1,-8,8
O=C(C1CCN(S(=O)(=O)c2ccc(F)cc2)CC1)N1CC=C(c2ccccc2)CC1,0.91,98,1.6,-9,97,10,4,-0.1,-4,4
Cc1cccc(N2CCN(CC(O)COCc3cccs3)CC2)c1C (configuration not stated),1.1,92,0.2,-6,98,0,9,-0.3,-5,5
CCCCSc1ncc(C(=O)OCC)c(N)n1,6.8*,139*,-0.5,30,98,4,-42,-0.3,164*,-164
Cc1onc(-c2ccccc2)c1C(=O)Nc1ccccc1N1CCOCC1,0.99,99,1.0,2,100,6,1,-0.2,9,-9
CCOc1ccc(NC(=O)COc2ccccc2)c([N+](=O)[O-])c1,4.1*,148*,3.9,59*,90,20,-52,0.0,78,-78
CNC(=S)NNC(=O)c1sccc1OCc1ccc(Cl)cc1Cl,0.96,94,1.6,0,100,8,6,-0.3,12,-12
Cc1ccc(NC(=S)/C(=C(\[O-])c2ccc(C)c([N+](=O)[O-])c2)[n+]2ccccc2)cc1C,0.69,108,0.4,2,110,-9,-8,-0.1,94,-94
c1ccc(CSc2nnc(-c3ccccn3)n2-c2ccccc2)cc1,0.81,99,3.5,-6,108,-3,1,-0.5,-13,13
Cc1cccc(OCC(=O)N/N=C\c2cccn2C)c1C,0.99,101,3.3,-1,90,16,-3,-0.3,3,-3
COc1ccc(CCNC(=O)CN(C2CCCCC2)S(C)(=O)=O)cc1OC,1.4,97,0.3,-2,97,9,3,-0.3,0,0
Nc1cccnc1Sc1cc(Cl)cc(Cl)c1,0.94,99,0.6,-11,88,19,1,-0.1,7,-7
CCOc1cc(NC(=O)c2ccco2)c(OCC)cc1NC(=O)CCc1ccccc1OC,0.97,87,4.8,-6,99,7,13,-0.2,-13,13
